Screens deposited in PubChem BioAssay by several laboratories.
Fh CTSL1 inh – Fasciola hepatica cathepsin L1 inhibitors, primary screen, counter-screen for PFM18AAP inhibitor project, biochemical, QFRET, fluorogenic peptide substrate; recombinant F. hepatica cathepsin L1, Z-Leu-Arg-MCA fluorescence; inhibition, % at 5.96 µM; hit rate 0.49% among 300,000; AID 1906, 2009;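 active = inhibition above the mean of all tested compounds plus 3 SD, set per screening campaign, cut at about 17% in these data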;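 note: 0% = plate median of test compound wells and 100% = 1 µM Z-Phe-Ala-diazomethylketone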
TPT1 inhibitor – Candida albicans TPT1 enzyme inhibitors, primary screen, biochemical, fluorescence polarization. recombinant caTPT1, FP RNA substrate dephosphorylation. hit rate 0.81% among 300,000. inhibition, % at 5 µM. tRNA 2'-phosphotransferase TPT1 (Candida albicans SC5314);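 active = inhibition above the mean of all tested compounds plus 3 SD, set per screening campaign, cut at about 24% in these data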;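 note: plate controls were DMSO alone for no effect and ferristatin control at 100 nM for full effect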
JMJD2C inh – inhibitors of GASC-1 histone demethylase, primary screen, biochemical, fluorescence, DELFIA europium | Lysine-specific demethylase 4C (Homo sapiens), Q9H3R0 | hit rate 0.069% among 330,000 | GST-JMJD2C(1-420) H3K9me3 demethylation | inhibition, % at 2.35 µM;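 active = more than half of a compound's replicate wells show inhibition beyond 50%, single wells judged on their own value; inconclusive = some, but no more than half, of replicates pass 50% inhibition; inactive = no replicate passes 50% inhibition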;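 note: signal counts dimethyl H3K9 product captured on neutravidin plate; 0% = median of DMSO wells and 100% = 0.3 times that DMSO median; strong numbers were not always called active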
Target sequence (Q9H3R0 1-420 limits assumed): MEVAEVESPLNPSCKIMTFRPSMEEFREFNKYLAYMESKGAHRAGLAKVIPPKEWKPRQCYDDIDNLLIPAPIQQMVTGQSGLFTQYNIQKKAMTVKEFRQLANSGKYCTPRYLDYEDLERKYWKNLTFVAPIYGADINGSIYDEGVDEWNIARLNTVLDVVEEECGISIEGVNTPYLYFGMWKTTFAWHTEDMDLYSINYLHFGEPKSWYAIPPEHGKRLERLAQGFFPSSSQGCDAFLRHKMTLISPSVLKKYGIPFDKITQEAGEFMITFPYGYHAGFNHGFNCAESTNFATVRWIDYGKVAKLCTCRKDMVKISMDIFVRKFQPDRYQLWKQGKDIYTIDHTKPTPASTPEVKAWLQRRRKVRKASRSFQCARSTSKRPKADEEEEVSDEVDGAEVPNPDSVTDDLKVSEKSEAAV
HCV core dimer – inhibitors of HCV core protein dimerization, primary screen, biochemical, TR-FRET, high-throughput. inhibition, % at 5 µM. hit rate 0.33% among 300,000. TR-FRET GST/Flag-core106 dimerization, 1536-well;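 active = inhibition above the mean of all tested compounds plus 3 SD, set per screening campaign, cut at about 45% in these data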
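Assay system: GST-tagged and Flag-tagged HCV core protein residues 1-106 / Times: compound-protein-antibody incubation 4 h at 22.5 °C / Signal: time-resolved FRET, ex 340 nm, em 617 and 671 nm / Evaluation: % inhibition based on acceptor/donor emission ratio / Benchmarks: wells lacking GST-core106 and wells with excess unlabelled core106 / Repeats: singlicate, one well per compound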
PP5 inh – PP5 phosphatase inhibitors, primary screen, biochemical, fluorescence | Serine/threonine-protein phosphatase 5 (Homo sapiens), P53041 | purified PP5c, OMFP substrate fluorescence | inhibition, % at 6.7 µM | hit rate 0.18% among 320,000;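 active = inhibition above the campaign's mean inhibition across all tested compounds plus 3 SD, cut at about 9.5% in these data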;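 note: 0% = DMSO only and 100% = 100 µM cantharidin control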
CR mimetic SO – reduction of superoxide in aged yeast, primary screen, HTS | hit rate 0.18% among 330,000 | superoxide response (% of plate mean), % at 10 µM | S. cerevisiae aged cells, superoxide DHE fluorescence; stronger effect = lower value;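 active = superoxide response under a set limit, about three screen SD below normal, cut at about 65% in these data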;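 note: yeast aged for seven days with compound at 30 °C before DHE staining; 100% = average MFI of all compound-treated wells on the plate with controls excluded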
ZTA DNA inh – ZTA (EBV) inhibition in EBNA-1 counter-screen | inhibition, % at 11 µM | ZTA-DNA binding, fluorescence polarization | hit rate 0.15% among 320,000 | AID 2234; in the data active = inhibition above about 33%
PP1 inh – PP1-alpha phosphatase inhibitors, primary screen, counter-screen for PP5 inhibitor project, biochemical, fluorescence, OMFP substrate, single point; purified PP1alpha; AID 2235, 2010; Serine/threonine-protein phosphatase PP1-alpha catalytic subunit (Homo sapiens), P62136; hit rate 0.9% among 320,000; inhibition, % at 6.7 µM;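 active = inhibition above the mean inhibition of all tested compounds plus 3 SD, computed separately for each screening campaign, cut at about 15% in these data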
Target sequence (P62136 whole entry, looked up): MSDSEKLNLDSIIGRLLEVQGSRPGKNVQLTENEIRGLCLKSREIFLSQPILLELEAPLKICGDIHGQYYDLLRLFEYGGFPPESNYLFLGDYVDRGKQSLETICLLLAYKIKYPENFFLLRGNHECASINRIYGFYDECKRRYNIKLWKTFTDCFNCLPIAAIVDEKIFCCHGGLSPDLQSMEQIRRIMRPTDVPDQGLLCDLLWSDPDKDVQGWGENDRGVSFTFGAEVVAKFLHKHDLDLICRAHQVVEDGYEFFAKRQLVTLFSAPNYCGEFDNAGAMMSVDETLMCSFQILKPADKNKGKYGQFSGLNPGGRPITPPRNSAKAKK
EBNA-1 inhibitor – EBNA-1 DNA-binding inhibitors, primary screen, biochemical, fluorescence polarization. hit rate 0.34% among 300,000. inhibition, % at 14.8 µM; in the data active = inhibition above about 28%
Numbers without * were called inactive; ? = inconclusive; . = not tested or not shown; & = joins results of further samples.

canonical_smiles	Fh CTSL1 inh	TPT1 inhibitor	JMJD2C inh	HCV core dimer	PP5 inh	CR mimetic SO	ZTA DNA inh	PP1 inh	EBNA-1 inhibitor
O=C(Cc1ccsc1)Nc1ccc(S(=O)(=O)C(F)F)cc1	4	-1	4	3	-0.1	84	10	-2	8
CNC(=O)/C(C#N)=c1\s/c(=C/C(=O)OC)c(=O)n1-c1ccccc1	1	8	-9	-6	0.4	89	3	0	0
Cc1ccc(S(=O)(=O)Nc2ccc(NC(=O)c3cccnc3)cc2)cc1	-3	-4	-7	-4	-0.7	85	16	-1	2
COc1cc(CNc2cccc(C(=O)O)c2)cc(Br)c1OCC(=O)NC(C)(C)C	-1	3	-2	19	4.1	105	1	4	12
COc1ccccc1OCCNC(=O)C1CC(=O)N(c2ccccc2OC)C1 (configuration not stated)	.	.	10	.	3.8	92	-15	4	.
COc1cc(OC)c(NS(=O)(=O)c2cc(C(=O)OC(C)C(=O)NC3CC3)c(Cl)cc2Cl)cc1Cl (configuration not stated)	-1	-2	178	-1	0.3	97	-1	-4	0
CCC1CCCCN1C(=O)CSc1nc(N)cc(=O)[nH]1 (configuration not stated)	3	-2	10	-5	-3.7	103	12	-2	7
O=C(Nc1nc2c(s1)CCCC2)c1nn(Cc2ccccc2)c(=O)c2ccccc12	4	1	-10	16	-2.2	103	-3	0	5
COc1ccccc1C(=O)NNC(=O)C1CC=CCC1 (configuration not stated)	-1	4	16	-1	0.0	102	-4	1	-7
CC(=O)C1=C(C)NC(SCC(N)=O)=C(C#N)C1c1ccco1 (configuration not stated)	-1	0	-2	-4	0.2	99	-11	2	-6
Nn1c(-c2cccc([N+](=O)[O-])c2)nc2ccccc2c1=O	-2	-3	.	-12	1.5	95	-6	0	-10
CCC1CCCCN1C(=O)COC(=O)CSc1ccc(C(N)=O)cc1[N+](=O)[O-] (configuration not stated)	.	.	-7	.	0.1	120	0	-3	.
CC(Oc1ccc(F)cc1)C(=O)Nc1ccccc1C(=O)NC1CC1 (configuration not stated)	-1	-1	3	-7	-2.5	98	10	-5	12
COc1ccc(CCNC2CCN(C)CC2)cc1OC	-2	0	-5	-7	1.9	90	6	-7	1
CN(C)c1nc(SCC(=O)Nc2ccc(Cl)c(Cl)c2)nc(N2CCOCC2)n1	-4	-4	-22	-11	1.7	91	-6	1	-9
Cc1nnc(N2CCC(C(=O)NC3CCC(C)CC3)CC2)c2nn(-c3ccc(Cl)cc3)c(C)c12 (configuration not stated)	3	1	-2	10	3.4	108	-5	1	-13
CSc1c(CC(=O)NCCCO)n(Cc2ccccc2)c2ccccc12	1	0	1	-2	0.5	112	0	0	-10
Cc1cc(=O)[nH]c(N2CCN(c3ccc(Cl)cc3)CC2)n1	-2	0	-3	-5	2.9	95	-8	-1	-9
COc1ccc(Br)cc1CNC(=O)C1CCN(c2nnc(N3CCCC3=O)s2)CC1	-4	-1	0	-6	1.6	79	-5	2	4
Cc1ccc(-c2noc(CCC(=O)Nc3ccccc3C)n2)cc1	-2	-1	0	0	2.9	106	5	0	-12
COc1ccc(CC(NC(C)=O)C(=O)NC2CCN(S(=O)(=O)c3ccc(NC(C)=O)cc3)CC2)cc1 (configuration not stated)	-2	2	19	-6	1.4	90	-7	0	-11
CCn1c2ccc(F)cc2c2nc3ccccc3nc21	0	-12	-9	0	2.3	107	4	-2	4
COc1ccccc1C(=O)NC(=O)COC(=O)CN1C(=O)NC2(CCCCC2C)C1=O (configuration not stated)	-20	0	-3	1	0.2	79	6	-5	12
COC(=O)CCCCC1SCC(NC(=O)c2ccccc2)C1=O (configuration not stated)	-3	1	16	-6	-0.5	90	25	0	14
Cc1ccc(N2C(=O)CS(=O)C(c3ccccc3)C2=O)cc1C (configuration not stated)	-5	0	-1	5	0.7	84	13	2	-17

Further entries:
canonical_smiles	Fh CTSL1 inh	TPT1 inhibitor	JMJD2C inh	HCV core dimer	PP5 inh	CR mimetic SO	ZTA DNA inh	PP1 inh	EBNA-1 inhibitor
COc1ccc(C(=O)N2CC(c3ccc(Cl)cc3)CC2=O)cc1 (configuration not stated)	-1	-3	8	-1	1.0	113	-9	2	-11
Cc1ccc(NC(=S)Nc2cccc3ccccc23)cc1	-3	1	27	3	5.6	113	-22	0	-11
CCOc1ccc2oc(C(=O)OCC(=O)N3C(C)CCCC3C)c(C)c2c1 (configuration not stated)	.	.	-1	.	0.2	137	-20	2	.
Cc1c2cnn(CC(=O)NCc3ccccn3)c(=O)c2c(C)n1Cc1ccc(Cl)cc1	-4	2	-2	2	-0.7	85	2	-2	-4
CCOc1ccc(-c2nc(N)ncc2-c2ccccc2)c(O)c1	4	-4	9	-2	7.0	97	-6	1	2
CC(=O)c1cccc(OC(=O)C2=CC=CN3CCS(=O)(=O)N=C23)c1	.	.	-33	.	0.5	143	-3	3	.
COc1ccccc1NC(=O)c1ccc(-n2cccn2)nc1	-3	0	1	-6	0.0	92	-16	-1	-3
COC(=O)c1cc(S(=O)(=O)NCC2CCN(Cc3ccccc3F)CC2)c[nH]1	8	-1	-2	-2	-0.2	97	-4	-7	6
O=C(CN1C(=O)c2ccccc2S1(=O)=O)NCCSC1CCCCC1	14	3	-1	3	-6.5	94	-19	4	-9
CC(=O)NS(=O)(=O)c1ccc(NC(=O)/C=C/c2ccccc2)cc1	2	-5	-3	2	1.3	109	1	2	-2
CN(C)CC/C=C1/c2cc(F)ccc2CSc2ccc(F)cc21	1	-3	10	-7	-0.4	120	8	-1	-13
Cc1nc(NC(=O)c2ccccc2O)sc1C	3	-3	1	-11	-1.4	100	-9	3	6
COc1cc(NC(=O)c2cccc(NC3=NC4CS(=O)(=O)CC4S3)c2)cc(OC)c1OC (configuration not stated)	4	9	5	-2	0.9	115	1	-3	-15
COc1ccc(NCc2nnc(SCC(=O)Nc3cc(C(F)(F)F)ccc3Cl)o2)cc1	4	-9	0&-7	-1	1.5	95	8	0	-2
N#Cc1sc(NCc2ccccc2)nc1Cl	-2	1	-1	-3	-0.1	85	2	0	-3
Cc1oc(-c2ccccc2)cc1C(=O)NCc1ccncc1	0	7	4	2	2.5	107	-7	-2	-5
CC(=O)C[C@H]1c2cc(C(F)(F)F)ccc2S(=O)(=O)N1Cc1ccccc1	-1	-1	5	1	0.4	105	-4	4	4
Cc1ccc(Nc2nc3c([nH]2)c(=O)n(C)c(=O)n3C)cc1	1	-1	0	-9	3.2	134	-2	10	0
O=S(=O)(c1cccc2nsnc12)N1CCN(Cc2ccccc2)CC1	3	2	2	2	-1.3	102	-8	0	-2
COC(=O)c1ccc(NC(=O)Cn2nnc3ccccc32)cc1	1	2	4	4	1.1	102	-9	-1	4
CCCc1nnc(NC(=O)C2CC(=O)N(CCc3ccc(F)cc3)C2)s1 (configuration not stated)	-2	-1	3	6	-0.2	96	20	2	7
O=C(CCN1CCCCCC1)Nc1ccc2c(c1)OCCO2	-8	-2	-2	7	0.1	98	9	-1	-12
CC(C)CCNC(=O)c1onc(CSc2ccccc2)c1C(=O)NCCC(C)C	6	0	9	-3	3.2	101	-1	1	9
COc1cc(/C=C/C(=O)CC(=O)/C=C/c2ccc(O)c(OC)c2)ccc1O	0	139*	?	36	1.2	83	23	-1	7
O=C(NC(c1ccccc1)c1ccccc1)N1CCOCC1	1	-3	0	-6	-1.3	88	-11	4	-11

(further entries)
canonical_smiles	Fh CTSL1 inh	TPT1 inhibitor	JMJD2C inh	HCV core dimer	PP5 inh	CR mimetic SO	ZTA DNA inh	PP1 inh	EBNA-1 inhibitor
Cc1ccc(S(=O)(=O)NCCNC(=O)CN2CCOCC2)cc1	-7	-3	6	7	0.7	106	4	2	2
CC/C(=N\NC(=O)C1CC1)c1cccc(Cl)c1	-1	-2	18	-1	-0.4	88	-8	1	6
CCOC(=O)C(=CNc1nc(-c2ccccc2)c(C(=O)Nc2ccc(-c3ccccc3)cc2)s1)C(=O)OCC	0	1	-3	14	0.7	113	20	-3	-1
Cc1ccc(S(=O)(=O)c2c(N)n(C)c3nc4ccccc4nc23)cc1	0	5	2	3	1.4	117	-9	4	2
Cc1ccccc1NCc1nnc2n1CCCCC2	-3	0	3	-1	1.1	88	-5	-4	9
COc1cc(OC)cc(C(=O)NCC(=O)OCc2ccc(Cl)c(Cl)c2)c1	.	.	.	.	3.0	95	-1	0	.
Cc1ccsc1CCNC(=O)C1CCC(=O)N(CCc2cccc(F)c2)C1 (configuration not stated)	-2	1	3	3	3.2	99	16	-1	0
O=C(NCCc1ccccc1Cl)C1CCC(=O)N(CC2CCCCC2)C1 (configuration not stated)	1	2	5	-7	1.8	105	1	-5	-10
CCC1CCc2sc(C(=O)OCC(=O)N(CCOC)c3c(N)n(Cc4ccccc4)c(=O)[nH]c3=O)cc2C1 (configuration not stated)	0	-1	9	8	5.9	83	0	1	16
CCc1nnc(NC(=O)c2sc3nc4c(cc3c2N)CCCCCC4)s1	2	0	18	-5	2.3	109	0	22*	-3
OC(COc1ccc(Cl)cc1)CN1CCC(Cc2ccccc2)CC1 (configuration not stated)	3	2	10	-2	1.6	91	9	10	0
CCN(C(=O)COC(=O)C1=COCCO1)c1ccccc1	.	.	26	.	2.0	84	-16	-2	.
